# Screens (PubChem BioAssay)
# TAAR1 antag – human TAAR1 antagonism. Q96RJ0. CHO RD-HGA16 TAAR1, Fluo-8 calcium fluorescence, antagonist. inhibition, % at 3 µM. 360,000 compounds, 1.5% hits;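 active means inhibition above a per-plate cutoff, the mean inhibition of test compounds on that plate plus 3 SD, cut at about 49% in these data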;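 further: 0% = DMSO plus EC80 beta-PEA response and 100% = DMSO alone without agonist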
# Target sequence (Q96RJ0 whole entry, looked up): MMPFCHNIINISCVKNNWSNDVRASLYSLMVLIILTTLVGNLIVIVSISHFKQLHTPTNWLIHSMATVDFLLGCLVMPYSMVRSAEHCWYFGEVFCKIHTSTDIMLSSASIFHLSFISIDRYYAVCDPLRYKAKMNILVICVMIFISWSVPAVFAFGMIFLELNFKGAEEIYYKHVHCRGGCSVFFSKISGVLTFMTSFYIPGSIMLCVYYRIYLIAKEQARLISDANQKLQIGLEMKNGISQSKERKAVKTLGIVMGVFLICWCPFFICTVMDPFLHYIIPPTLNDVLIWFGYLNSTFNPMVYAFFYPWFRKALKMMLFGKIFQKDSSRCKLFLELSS
#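 Test system: hTAAR1-expressing CHO RD-HGA16 cells, Gα16-coupled; Probe or stimulus: EC80 β-phenethylamine stimulus; Compound dosing: single nominal final test compound concentration of 3 µM; Timing: 140 s kinetic read after compound, 140 s after agonist; Signal: Fluo-8 calcium-sensitive fluorescence; Measure: % inhibition of agonist calcium response; Controls: DMSO and EC80 PEA controls.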
# M5 antag – blocks acetylcholine activation of human M5 receptor | CHO-hM5 cells, Fluo-8 calcium fluorescence, ACh EC80 | 360,000 compounds, 0.59% hits | P08912 | inhibition, % at 3 µM;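 active means inhibition above a per-plate cutoff, the mean of that plate's test compounds plus 3 SD, cut at about 27% in these data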;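 further: 0% = acetylcholine EC80 with DMSO and 100% = DMSO without agonist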
# CHRM4 PAM – potentiates acetylcholine response at human M4 receptor; activation, % at 3 µM; CHO-K1 hM4/Gqi5, Fluo-8 calcium fluorescence, ACh EC20; 0% = ACh EC20, 100% = maximal ACh; 360,000 compounds, 0.4% hits; AID 624126;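 active means activation above its plate's cutoff, the mean activation of sample wells plus 3 SD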; further: some results filed as inactive read as strong as hits
# Target sequence (P08173 whole entry, looked up): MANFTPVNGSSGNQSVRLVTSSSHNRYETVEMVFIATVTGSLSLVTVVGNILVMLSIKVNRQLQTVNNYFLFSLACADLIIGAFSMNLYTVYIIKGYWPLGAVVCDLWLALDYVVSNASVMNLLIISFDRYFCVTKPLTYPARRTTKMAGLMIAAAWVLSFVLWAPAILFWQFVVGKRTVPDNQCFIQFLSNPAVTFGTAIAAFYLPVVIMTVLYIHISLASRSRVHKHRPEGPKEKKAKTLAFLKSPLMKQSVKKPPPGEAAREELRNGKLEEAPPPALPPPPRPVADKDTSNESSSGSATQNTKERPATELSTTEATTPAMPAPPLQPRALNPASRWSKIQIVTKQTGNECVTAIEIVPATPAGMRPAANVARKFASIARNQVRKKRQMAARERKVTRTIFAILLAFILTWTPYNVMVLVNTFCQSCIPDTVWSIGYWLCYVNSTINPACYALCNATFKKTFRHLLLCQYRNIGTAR
# M5 ag – CHRM5 agonism in calcium assay; CHO-K1 hM5 cells, Fluo-8 calcium fluorescence; 0% DMSO wells, 100% maximal acetylcholine response; activation, % at 3 µM; 360,000 compounds, 0.19% hits; AID 624037;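 active means activation above the run's mean over test compounds plus 3 SD, cut at about 23% in these data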;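 further: signal is peak over basal fluorescence ratio across the kinetic read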
# CRFR2-BP antag – CRF-BP/CRF-R2 complex antagonism; HEK293 CRF-R2/CRF-BP, CRF-induced calcium fluorescence; inhibition, % at 11.8 µM; 350,000 compounds, 0.59% hits;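 active means inhibition of the ligand-induced calcium signal above about 50% at the single tested concentration, limit read from the data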
# TAAR1 agonist – human TAAR1 agonism. Q96RJ0. CHO RD-HGA16 TAAR1, Fluo-8 calcium fluorescence; vehicle wells 0%, saturating PEA agonist 100%. activation, % at 3 µM. 360,000 compounds, 0.99% hits. AID 624467;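 active means activation above the mean activation of all test compounds in the run plus 3 SD, cut at about 38% in these data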
#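 Test system: RD-HGA16 (CHO) cells co-expressing Gα16 and hTAAR1 | Doses: Single dose, 3 µM | Schedule: 17-24 h seeding, 75 min 37 °C dye, 30 min RT | Evaluation: % activation from peak over basal fluorescence ratio, DMSO-to-PEA scaled | Technique: Kinetic Fluo-8 calcium fluorescence | Benchmarks: Low control DMSO, high control PEA (EC100)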
# CRFBP-R2 agonist – CRF-BP/CRF-R2 complex agonism; HEK293 CRF-R2/CRF-BP, calcium dye fluorescence (FLIPR); percent of saturating CRF peptide response; activation, % at 13.2 µM; 350,000 compounds, 0.46% hits;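 active means activation of at least 50%, plus an integration ratio under a set limit after plate pattern correction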;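 further: plate controls were neutral control wells without compound for no effect and CRF at EC100 for full effect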
# M5 PAM – CHRM5 positive allosteric modulation. 360,000 compounds, 0.3% hits. AID 624038. CHO-K1 hM5, Fluo-8 calcium, ACh EC20 PAM; 0% = ACh EC20, 100% = ACh EC100. activation, % at 3 µM. P08912;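 active means activation above the run cutoff, the mean activation of all test compounds plus 3 SD, cut at about 18% in these data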
#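 Measured by: Fluo-8 calcium fluorescence; material: human M5 receptor in CHO-K1 cells; schedule: Post-acetylcholine fluorescence recording 140 s; benchmarks: low control EC20 acetylcholine (0%), high control EC100 acetylcholine (100%); read-out: Max/basal fluorescence ratio as % of EC20–EC100 ACh window; compound: single dose, 3 µM nominal final test concentration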
# M1 PAM parental – M1 PAM counterscreen hit in parental CHO-K1 cells; ATP EC20, Fluo-8 calcium fluorescence; 0% at ATP EC20, 100% at ATP max; activation, % at 3 µM; 360,000 compounds, 0.02% hits; AID 602247;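 active means activation above the run cutoff, the mean activation of all test compounds plus 3 SD, cut at about 40% in these data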;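 further: peak over basal fluorescence ratio in a 140 s read after ATP addition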
# * = called active by the depositor; · = no result given.
entry | structure | TAAR1 antag | M5 antag | CHRM4 PAM | M5 ag | CRFR2-BP antag | TAAR1 agonist | CRFBP-R2 agonist | M5 PAM | M1 PAM parental
1 | CC(C)C1N=C2c3ccccc3N=C(SCC(=O)NCCc3ccc(S(N)(=O)=O)cc3)N2C1=O (centres undefined) | -16 | -1 | 15 | -2 | -5 | 8 | -0.1 | -3 | -5
2 | Cc1ccc(-c2nc3c(C)cc(Br)cn3c2Cc2ccsc2)cc1 | 13 | -5 | -1 | -6 | · | 5 | · | -3 | 14
3 | CC(C)OCCCNC(=O)Cc1ccc(Br)cc1 | -8 | 18 | -12 | 3 | -4 | 3 | -2.3 | -8 | 9
4 | Cn1c2ccccc2c2nnc(SCC(N)=O)nc21 | -2 | 11 | 2 | -3 | 6 | 0 | -1.9 | -2 | 8
5 | CC(C)COC(=O)N1C[C@H](O)C[C@H]1C(=O)Nc1ccc(Cl)cc1 | -6 | 8 | -2 | -1 | -5 | 1 | -0.6 | -3 | 14
6 | Cc1ccc(S(=O)(=O)N(C)CC(=O)N2CCCCCCC2)cc1 | -6 | 2 | 3 | -1 | -5 | -1 | -1.7 | 3 | 3
7 | COc1ccc(-c2cc(C(=O)N3CCN(c4ccccc4)CC3)c3ccccc3n2)cc1 | 48 | 18 | -8 | 0 | -20 | 12 | 0.5 | -16 | 8
8 | Oc1ccccc1/C=N/NC(=S)NC1CC2CC1C1C=CCC21 (centres undefined) | 15 | 4 | -15 | 1 | -7 | 12 | -0.2 | 2 | 2
9 | CCN1CCN(C(=O)c2sc3ncnc(N4CCc5ccccc5C4)c3c2C)CC1 | 0 | -2 | -2 | -1 | 3 | 5 | -0.5 | 1 | 22
10 | COC(=O)c1ccc(CSc2nc3c(cnn3-c3ccc(C)c(C)c3)c(=O)[nH]2)o1 | 6 | 2 | 1 | -1 | 7 | 5 | 1.9 | -4 | -3
11 | COCC(C)n1c(SCC(=O)Nc2oc(C)c3c(C)n[nH]c(=O)c23)nc2ccccc2c1=O (centres undefined) | -12 | 11 | -1 | -1 | -8 | 0 | -4.7 | -5 | -4
12 | CC(C)Sc1nc2ccccc2[nH]1 | 9 | -5 | -3 | 1 | 3 | 7 | -3.1 | -4 | 16
13 | N/C(Cc1ccc([N+](=O)[O-])cc1)=N\OC(=O)C(c1ccccc1)c1ccccc1 | 32 | -1 | -12 | -1 | 20 | 3 | 0.9 | -8 | 25
14 | CCOC(=O)c1cc(C(O)(C(F)(F)F)C(F)(F)F)c(/N=C/N(C)C)o1 | -30 | 2 | -1 | -1 | 5 | 2 | -0.8 | 6 | 22
15 | CCN(CC)c1ccc(/C=N/OCC(=O)Nc2cccc(C)c2)cc1 | 1 | 5 | 4 | 0 | 4 | 0 | 11 | -8 | 14
16 | Cc1ccc(S(=O)(=O)Oc2ccccc2-c2ccccc2)cc1 | 24 | 7 | -5 | -2 | -9 | 4 | 13 | -16 | 19
17 | Cc1ccc(NC(=O)c2cccnc2C(=O)O)nc1 | -7 | -2 | 4 | -5 | 0 | 8 | -1.4 | -1 | 7
18 | CCOC(=O)C1=C(C)N(Cc2ccccc2)C(=O)NC1c1ccccc1OS(=O)(=O)c1ccccc1[N+](=O)[O-] (centres undefined) | 15 | 13 | -9 | -2 | 1 | -2 | -0.8 | -7 | 13
19 | COC(=O)C1=NN(C(C)(C)CC(C)=O)C2C(=O)N(C3CCCCC3)C(=O)C12 (centres undefined) | -10 | -12 | -11 | 6 | -8 | -1 | -0.9 | 4 | 0
20 | O=C(CSc1nnc2ccccn12)NCCN1C(=O)CSC1=O | -15 | -1 | 7 | -3 | 40 | 3 | 0.3 | 1 | 27
21 | COC(=O)c1c(NC(=O)C2COc3ccccc3O2)sc2c1CCN(C(=O)OC)C2 (centres undefined) | 19 | -1 | 4 | 1 | 8 | -1 | -1.6 | -2 | 15
22 | CC(=O)Nc1cccc(C(=O)OC(C)C(=O)NC2CCCc3ccccc32)c1 (centres undefined) | -7 | 1 | 0 | -1 | -5 | 1 | -1.0 | 2 | 20
23 | O=C1Nc2ccc([N+](=O)[O-])cc2OC1CCN1CCOCC1 (centres undefined) | -2 | 5 | -4 | -4 | 4 | 2 | -0.8 | 1 | 3
24 | COc1cc(C(O)c2nc(-c3ccncc3)cs2)ccc1F (centres undefined) | -2 | 5 | -3 | 8 | · | 3 | · | -10 | 5
25 | COCCN(C(=O)c1ccccc1Oc1ccccc1)c1c(N)n(CC(C)C)c(=O)[nH]c1=O | 10 | -4 | 2 | 3 | 6 | 1 | -1.0 | -1 | 12
26 | COc1cc(/C=C2\SC(=S)N(C(C(=O)O)c3ccccc3)C2=O)ccc1O (centres undefined) | 5 | 27* | -21 | 40* | -51 | 34 | 53* | -20 | -15
27 | Cc1ccc(C(=O)NNC(=O)C2CCN(S(=O)(=O)c3ccc(C)cc3)CC2)cc1 | -36 | 3 | 15 | -1 | 6 | 0 | -0.4 | 2 | 22
28 | Cc1cc(NC(=O)CSc2nc(Cc3ccc(O)cc3)c(C)[nH]2)no1 | -5 | -7 | 8 | -2 | -4 | -1 | 1.1 | 7 | 14
29 | CCCCCCn1c(=O)n2n(c1=O)[C@@H]1CN(S(=O)(=O)c3ccc(C)cc3)C[C@]1(O)[C@@H](OC(=O)Nc1cccs1)C2 | -21 | 5 | 3 | -3 | 3 | -1 | 2.5 | 3 | 5
30 | CSc1cccc(NC(=S)Nc2cc(C)ccc2C)c1 | 7 | -1 | 3 | -1 | -7 | 9 | 0.4 | 5 | -8
31 | CN(CCNC(=O)c1ccc(CS(=O)(=O)c2c(Cl)cccc2Cl)o1)CCc1ccccc1 | -17 | 1 | 2 | -9 | 4 | 44* | -0.5 | -2 | 22
32 | Cc1ccc(NC(=O)C(C)OC(=O)c2ccc(NC(=O)CC#N)cc2)cc1S(=O)(=O)N1CCOCC1 (centres undefined) | -5 | 0 | -3 | 5 | -2 | 0 | -0.5 | 8 | -11
33 | O=C(c1ccc(-c2cccc(C(F)(F)F)c2)o1)N1CCOCC1 | -4 | -2 | 2 | 0 | -23 | 5 | -1.7 | 2 | 7
34 | COc1ccc(NC(=O)c2ccc3snnc3c2)cc1 | -7 | 4 | 3 | -1 | 1 | 10 | 29 | 3 | 8
35 | NC(=O)CN1CCN(c2ccccc2F)CC1 | 12 | 2 | 13 | 2 | -7 | 0 | 0.8 | 8 | 18
36 | COc1ccc(OC)c(CNC(=O)c2coc(=O)c3ccccc23)c1 | -19 | 12 | -14 | 3 | 14 | 1 | -1.1 | -13 | 15
37 | COc1cnn(-c2ccccc2)c(=O)c1SCc1ccc(Cl)c(Cl)c1 | 0 | -4 | 0 | -6 | 13 | 7 | 1.5 | -2 | 15
38 | CCCCNC(=O)CSc1nnc(Cc2ccccc2)n1CC1CCCO1 (centres undefined) | 12 | -16 | 15 | -3 | -1 | 4 | 0.4 | -1 | 6
39 | CCc1c(C(=O)NCCc2cccc(C)c2)[nH]c(C)c1C(C)=O | 26 | 6 | -6 | -2 | -5 | 68* | -0.1 | -12 | -6
40 | Cc1nc2c(C)c(C)c(C)c(C)c2nc1C | -57 | 0 | -3 | 0 | 12 | 1 | 0.4 | -1 | 24
41 | COc1cccc(/C=C/C(=O)OCC(=O)NCc2ccco2)c1 | -2 | -15 | 1 | 1 | 10 | 0 | -1.9 | -2 | -8
42 | COc1ccc(F)cc1S(=O)(=O)Nc1ccc2c(c1)OCCO2 | -3 | 4 | -1 | -2 | -1 | 3 | 0.8 | -6 | 7
43 | O=C(N/N=C/c1ccncc1)c1ccccc1OCc1ccc(Br)cc1 | 46 | 3 | -3 | -1 | -1 | 6 | -1.8 | -8 | 38
44 | COc1cc(OC)c2c(-c3ccccc3)cc(=O)oc2c1C(CCN1CCCC(C)C1)c1ccc2c(c1)OCO2 (centres undefined) | 13 | 21 | -7 | -10 | -12 | 32 | 13 | -11 | 9
45 | Nc1ccc(S(=O)(=O)Nc2nccc(/C=C/c3ccc(Cl)cc3Cl)n2)cc1 | 2 | 0 | 7 | 1 | -10 | 1 | -0.9 | 11 | 12
46 | CC(C)[C@H](NS(=O)(=O)/C=C/c1ccccc1)C(=O)OCC(=O)NC(N)=O | -6 | 3 | 6 | -1 | 7 | 2 | -2.1 | -1 | 24
47 | Cc1cc(C(=O)NNC(=O)CCCCC(=O)NNC(=O)c2cc(C)[nH]n2)n[nH]1 | -1 | -2 | 3 | 2 | 20 | 7 | -2.4 | 1 | 17
48 | CCCn1c(C)cc(/C=C(\C#N)C(=O)OCC(=O)NC(=O)NC(C)(C)C)c1C | 41 | -1 | 0 | -7 | 31 | 9 | -6.4 | -5 | 10
49 | O=S(=O)(NCc1ccccn1)c1ccc(Cl)c(C(F)(F)F)c1 | -3 | 6 | -1 | -1 | -32 | 3 | 9.4 | 0 | -2
50 | O=C(CCc1cccc(Cl)c1)N1CCCC(Nc2ccccc2)C1 (centres undefined) | -9 | -12 | -4 | -2 | -13 | 4 | 0.9 | -1 | 8
51 | COC(CN(C)C(=O)c1ccc(CS(=O)(=O)c2ccccc2C)o1)OC | -8 | 1 | 5 | -5 | -7 | 7 | 0.9 | -1 | 21
52 | Cn1c(=O)oc2cc(S(=O)(=O)N3CCC(C(=O)N4CCc5ccccc5C4)CC3)ccc21 | -2 | -2 | 4 | -1 | -4 | 0 | 0.0 | 0 | 20
53 | Cc1ccc(OCCNC(=O)c2ccccc2F)cc1 | -9 | 12 | 3 | -3 | 6 | 1 | -1.0 | -6 | -17
54 | Cc1ccc(OCc2nnc(-c3ccc(Cl)cc3)o2)cc1 | -1 | 2 | -6 | 1 | 18 | -3 | 2.0 | 2 | -28

# Grouped by structure: those above containing a Cl atom (7)
entry | structure | TAAR1 antag | M5 antag | CHRM4 PAM | M5 ag | CRFR2-BP antag | TAAR1 agonist | CRFBP-R2 agonist | M5 PAM | M1 PAM parental
5 | CC(C)COC(=O)N1C[C@H](O)C[C@H]1C(=O)Nc1ccc(Cl)cc1 | -6 | 8 | -2 | -1 | -5 | 1 | -0.6 | -3 | 14
31 | CN(CCNC(=O)c1ccc(CS(=O)(=O)c2c(Cl)cccc2Cl)o1)CCc1ccccc1 | -17 | 1 | 2 | -9 | 4 | 44* | -0.5 | -2 | 22
37 | COc1cnn(-c2ccccc2)c(=O)c1SCc1ccc(Cl)c(Cl)c1 | 0 | -4 | 0 | -6 | 13 | 7 | 1.5 | -2 | 15
45 | Nc1ccc(S(=O)(=O)Nc2nccc(/C=C/c3ccc(Cl)cc3Cl)n2)cc1 | 2 | 0 | 7 | 1 | -10 | 1 | -0.9 | 11 | 12
49 | O=S(=O)(NCc1ccccn1)c1ccc(Cl)c(C(F)(F)F)c1 | -3 | 6 | -1 | -1 | -32 | 3 | 9.4 | 0 | -2
50 | O=C(CCc1cccc(Cl)c1)N1CCCC(Nc2ccccc2)C1 (centres undefined) | -9 | -12 | -4 | -2 | -13 | 4 | 0.9 | -1 | 8
54 | Cc1ccc(OCc2nnc(-c3ccc(Cl)cc3)o2)cc1 | -1 | 2 | -6 | 1 | 18 | -3 | 2.0 | 2 | -28
